Assay outcomes: PubChem BioAssay, The Scripps Research Institute Molecular Screening Center
MITF primary: MITF inhibitors, primary screen, biochemical, AlphaScreen, human. Microphthalmia-associated transcription factor (Homo sapiens), O75030. AlphaScreen MITF homodimerization, bead proximity signal. inhibition, % at 2.6 µM. 650,000 tested, 0.91% active; in the data active means inhibition above about 50%;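 further: 0% = vehicle wells with protein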
FBW7 activator: FBW7 E3 ligase activators, primary screen, biochemical, AlphaScreen, human | AlphaScreen FBW7–phospho-cyclin E peptide binding, activator screen | normalized activity (activation), % at 26.1 µM | AID 1259310, 2017 | F-box/WD repeat-containing protein 7 (Homo sapiens), Q969H0 | 650,000 tested, 0.13% active; in the data active means normalized activity above about 1.9%;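 further: purified mutant Fbw7 with reduced substrate affinity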
Target sequence (Q969H0 whole entry, looked up): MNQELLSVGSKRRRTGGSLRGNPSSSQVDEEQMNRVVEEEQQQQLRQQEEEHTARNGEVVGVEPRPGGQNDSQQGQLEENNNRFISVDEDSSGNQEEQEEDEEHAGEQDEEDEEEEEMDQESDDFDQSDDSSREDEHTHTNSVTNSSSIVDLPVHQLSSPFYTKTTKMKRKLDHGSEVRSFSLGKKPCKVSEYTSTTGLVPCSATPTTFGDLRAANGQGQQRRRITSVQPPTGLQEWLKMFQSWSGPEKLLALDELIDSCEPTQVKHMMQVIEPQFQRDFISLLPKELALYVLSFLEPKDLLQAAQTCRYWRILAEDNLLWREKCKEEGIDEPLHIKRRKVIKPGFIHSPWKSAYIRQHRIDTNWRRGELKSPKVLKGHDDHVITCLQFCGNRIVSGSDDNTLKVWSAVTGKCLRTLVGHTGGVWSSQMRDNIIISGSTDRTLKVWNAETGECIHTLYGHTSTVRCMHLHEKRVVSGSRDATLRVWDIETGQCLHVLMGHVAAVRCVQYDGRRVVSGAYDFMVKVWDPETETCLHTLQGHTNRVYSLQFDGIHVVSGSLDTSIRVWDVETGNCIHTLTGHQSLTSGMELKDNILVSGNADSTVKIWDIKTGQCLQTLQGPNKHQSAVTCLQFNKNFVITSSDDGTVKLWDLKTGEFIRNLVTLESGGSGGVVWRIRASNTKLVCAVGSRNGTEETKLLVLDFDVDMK
TEAD-YAP inh: TEAD-YAP interaction inhibition, primary screen, TEAD-YAP interaction inhibitor project, luminescence, HEK-TIYL cells; 640,000 tested, 1.4% active; TEAD-Gal4/YAP UAS-luciferase luminescence; inhibition, % at 9.12 µM; AID 1259422, 2018; in the data active means inhibition above about 32%;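 further: 0% = median of test compound wells and 100% = reference inhibitor wells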
GPR151 ag: activators of human GPR151, primary screen, cell-based, PathHunter beta-arrestin, luminescence | 650,000 tested, 1% active | activation, % at 11.2 µM | G-protein coupled receptor 151 (Homo sapiens), Q8TDV0 | PathHunter beta-arrestin GPR151 cells; in the data active means activation above about 4.9%;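 further: 0% = median of compound wells and 100% = cells with positive control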
Target sequence (Q8TDV0 whole entry, looked up): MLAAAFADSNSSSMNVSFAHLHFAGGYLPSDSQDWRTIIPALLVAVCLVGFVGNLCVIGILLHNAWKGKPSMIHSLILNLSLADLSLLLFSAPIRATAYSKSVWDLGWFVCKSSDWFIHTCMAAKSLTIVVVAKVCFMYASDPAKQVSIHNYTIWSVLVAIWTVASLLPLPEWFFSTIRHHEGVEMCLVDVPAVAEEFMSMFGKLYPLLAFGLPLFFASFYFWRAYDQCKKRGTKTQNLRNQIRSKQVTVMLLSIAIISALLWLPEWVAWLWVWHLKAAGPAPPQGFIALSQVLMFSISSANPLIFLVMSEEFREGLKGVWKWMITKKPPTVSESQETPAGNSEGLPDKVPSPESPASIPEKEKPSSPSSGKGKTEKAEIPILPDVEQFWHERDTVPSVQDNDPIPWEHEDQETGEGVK
* = called active by the depositor.

SMILES | MITF primary | FBW7 activator | TEAD-YAP inh | GPR151 ag
COc1ccc2nc(N3CCCC(C(=O)NC4CCCCC4)C3)sc2c1 (stereo not given) | -2 | -0.1 | -20 | -0.6
CCOC(=O)C1=CN(Cc2ccc(OC)cc2)C=C(C(=O)OCC)C1c1cccc(OC)c1 | -7 | 0.9 | 0 | -0.7
CC(C)(C)OC(=O)N1CCC(C(N)=O)CC1 | 7 | 0.0 | -7 | 0.3
O=c1oc2ccc(OCc3ccccc3)cc2c2c1NCCC2 | 17 | 0.9 | -5 | 1.3
O=C1Cc2cc(S(=O)(=O)Nc3ccccc3F)ccc2N1 | 4 | 0.8 | 6 | 1.4
O=C(Oc1ccccc1)c1ccc2c(c1)C(=O)N(c1ccccc1C(=O)O)C2=O | -3 | -0.2 | -1 | 0.6
O=C(CSc1nncs1)c1c[nH]c2ccccc12 | -5 | 0.0 | -37 | 0.5
O=c1c(-c2cnn(-c3ccccc3)c2)c(C(F)(F)F)oc2c(O)c(O)ccc12 | 27 | -0.1 | 7 | -0.6
CC(=O)N1N=C(c2cccc(NS(=O)(=O)c3ccccc3)c2)CC1c1ccccc1O (stereo not given) | 0 | -0.2 | 10 | 1.3
O=C(CC(=O)Nn1cnnc1)Nn1cnnc1 | 17 | 0.3 | -1 | -0.5
Nc1nonc1-c1noc(-c2ccc[nH]c2=O)n1 | 15 | 0.1 | -7 | -0.7
O=C(Nc1cccc(NC(=O)c2ccco2)c1)c1ccc2c(c1)OCCO2 | 9 | -0.2 | -13 | -2.1
CCOC(=O)N1CCC(NC(=O)c2cc3sccc3n2CC)CC1 | -4 | -0.4 | -27 | 0.8
CC(C)Cc1cc(CN2CCN(Cc3ccc(F)c(F)c3)C(CCO)C2)[nH]n1 (stereo not given) | -3 | 0.0 | 5 | 2.4
CC(C)NC(=O)CCc1c[nH]c2ccccc12 | 3 | -0.1 | 6 | 3.3
COCCOC(=O)C1=C(C)NC2=C(C(=O)CC(c3cccs3)C2)C1c1cc(OC)c(OC)c(OC)c1 (stereo not given) | 4 | 0.0 | 10 | 0.9
CCOc1ccc(CN(CCO)CCO)cc1C(=O)OC | 2 | 0.0 | -11 | 0.1
CCOC(=O)c1c(NC(=O)c2c(C)c(-c3ccccc3)nc3ccccc23)sc2c1CCC(CC)C2 (stereo not given) | 4 | 0.1 | 6 | -0.5
c1ccc(CN2CCC(Nc3nc(NCc4cccnc4)nc4c3ncn4-c3ccccc3)CC2)cc1 | 1 | -0.3 | -9 | -0.7
CCN1CC=C2C(C#N)=C(N)C(C#N)(C#N)C(c3ccc(C(C)C)cc3)C2C1 (stereo not given) | -6 | -0.5 | -6 | -1.2
COC(=O)[C@@H]1C[C@H](NC(=O)c2cnsn2)CN1Cc1ccccc1C(F)(F)F | -6 | -0.1 | 8 | -0.8
COc1ccccc1N1CCN(C(C)c2nnnn2C(C)(C)C)CC1 (stereo not given) | 1 | 0.2 | 1 | 0.7
COC(=O)c1sc(NC(=O)c2c(F)cccc2F)c(C#N)c1C | 0 | 0.0 | 7 | -1.7
COc1ccc(/C=C(\C#N)c2nc3ccccc3c(=O)[nH]2)c(OC)c1 | 3 | -0.1 | 6 | 0.7
Cc1cc(/C=C(\C#N)c2ccccn2)c(C)n1C1CC1 | 22 | -0.3 | -35 | 1.0
NC(=O)C1CCN(C(c2ccc(F)cc2)c2nnnn2Cc2cccs2)CC1 (stereo not given) | 5 | 0.1 | 2 | -1.0
Cc1ccc(S(=O)(=O)NCC(=O)Nc2ccc(C(F)(F)F)cc2)cc1 | -9 | 0.0 | 0 | -0.3
Cc1cccc(-c2cnc(C)nc2C2CCCN(C(=O)c3ccoc3)C2)c1 (stereo not given) | 18 | -0.2 | -12 | -1.3
Cc1cccc(NC(=O)c2ccc([N+](=O)[O-])s2)c1C | -2 | 0.0 | -3 | 0.2
NC(=O)c1ccsc1NC(=O)c1cc(Cl)cc(Cl)c1 | -6 | -0.1 | -6 | 3.6
O=C1CSC2(CCCCC2)N1c1ccc(Cl)cc1 | -6 | -0.2 | 2 | -0.4
O=C(CSc1oc(-c2ccco2)nc1S(=O)(=O)c1ccccc1)NCC1CCCO1 (stereo not given) | -3 | 0.0 | 5 | -1.3
CCCn1c(=O)c(C(=O)NNS(=O)(=O)c2ccc(Cl)cc2)c(O)c2ccccc21 | 7 | 0.1 | 2 | 1.2
COc1ccc(OC)c(NC(=O)CSc2nnc(C3CCCCC3)o2)c1 | 0 | 0.0 | 3 | -0.7
CC(C)CNC(=O)C(=O)Nc1nc(C23CC4CC(CC(C4)C2)C3)cs1 | 5 | 0.2 | -5 | -1.2
CC(C)(C)c1ccc(C(=O)O/N=C(\N)c2ccccc2)cc1 | -1 | 0.0 | 86* | 0.2
O=C1CCc2nc3sc4c(c3c(=O)n2N1)CCCC4 | 19 | -0.1 | -8 | 1.0
CCCCCC1CCC(c2ccc(-c3ccc(O)cc3)cc2)CC1 (stereo not given) | 5 | 0.0 | 8 | 1.9
NC(=O)CN1C(=O)C(O)(CC(=O)c2cccc(N)c2)c2ccccc21 (stereo not given) | 6 | -0.1 | 4 | -0.5
O=C1NN(c2cccc(Cl)c2)C(=O)/C1=C\c1ccccc1O | -1 | -0.1 | 1 | -1.5

Full records from above. Order of values: MITF primary	FBW7 activator	TEAD-YAP inh	GPR151 ag
NC(=O)CN1C(=O)C(O)(CC(=O)c2cccc(N)c2)c2ccccc21 (stereo not given) in the list: 6	-0.1	4	-0.5
O=C1CCc2nc3sc4c(c3c(=O)n2N1)CCCC4 in the list: 19	-0.1	-8	1.0
CC(C)CNC(=O)C(=O)Nc1nc(C23CC4CC(CC(C4)C2)C3)cs1 in the list: 5	0.2	-5	-1.2
CCCCCC1CCC(c2ccc(-c3ccc(O)cc3)cc2)CC1 (stereo not given) in the list: 5	0.0	8	1.9
CC(C)(C)c1ccc(C(=O)O/N=C(\N)c2ccccc2)cc1 in the list: -1	0.0	86*	0.2

Later entries
SMILES | MITF primary | FBW7 activator | TEAD-YAP inh | GPR151 ag
CCn1c(SCC(=O)Nc2cccc(Cl)c2)nc2c(c1=O)SCC2 | -4 | 0.1 | -2 | 0.6
CC(=O)c1ccc(N2CCN(C(=O)CCN3C(=S)NC(C)(C)CC3C)CC2)cc1 (stereo not given) | 6 | 0.5 | -13 | 2.9
Cc1ccc(/C=N/N2CCN(Cc3ccccc3)CC2)o1 | -10 | 0.3 | -8 | 0.9
O=C1OC(c2cccc(Br)c2)=N/C1=C\c1ccc2c(c1)OCO2 | -3 | -0.1 | -2 | -1.7
CCCc1ccc(OCC(=O)Nc2cccc(C(C)=O)c2)cc1 | -6 | 0.0 | -10 | 0.1
CCOc1ccccc1/C=C1/N=C(c2c(-c3ccccc3)noc2C)OC1=O | 10 | 0.1 | 3 | 1.0
O=C(CN1CCCCC1)N/N=C/c1ccc(Cl)cc1Cl | -2 | -0.1 | -12 | -0.6
O=C(/C=C/c1ccccc1)Nc1ccc(CN2CCOCC2)cc1 | -14 | 0.1 | -30 | 0.4
O=S(=O)(c1cccc2nsnc12)N1CCCC(N2CCN(c3ccccc3)CC2)C1 (stereo not given) | -3 | -0.2 | 7 | 0.1
Cc1cccn2c(CN3CCCCC3c3ccccn3)c(C(=O)N3CCCCC3)nc12 (stereo not given) | -4 | -0.1 | 4 | 0.9
C(=C1/CCCC2C1=NNC2c1ccco1)/c1ccco1 (stereo not given) | 30 | 0.0 | -20 | -0.2
COc1ccccc1C(=O)Nc1ccc(NC(=O)c2cccnc2)cn1 | 12 | 0.3 | -30 | 0.1
COC(=O)c1c(NC(=O)c2ccoc2C)sc2c1CCC2 | 2 | -0.1 | 3 | 0.2
CCc1ccc(S(=O)(=O)Nc2cnc3ccccc3c2)cc1 | 12 | 0.0 | 11 | -1.6
CC(=O)N1CCc2cc(C(=O)C[n+]3ccc4ccccc4c3)ccc21 | 14 | 0.1 | -7 | -1.5
O=C(CC1CCCCC1)Nc1nnc2n1CCCS2 | 4 | 0.1 | 10 | 0.3
CC(=O)N1CCc2cc(S(=O)(=O)NC(CC(C)C)C(=O)NC3CCCC3)ccc21 (stereo not given) | 9 | -0.1 | 5 | 0.7
COc1ccc(N(C(=O)c2ccco2)S(=O)(=O)c2cccc3cccnc23)cc1 | 0 | -0.1 | -4 | -1.0
O=C1C2C3CCC(C3)C2C(=O)N1c1ccc(Cl)cc1 (stereo not given) | 1 | 0.1 | -3 | -1.0
O=C(CN1C(=O)[C@@H]2CCCN2C(=O)c2ccccc21)Nc1ccc(F)cc1 | 8 | 0.2 | -2 | -0.9
COCCN1C(=O)C(C)Oc2ncc(C(F)(F)F)cc21 (stereo not given) | 5 | 0.0 | 5 | -0.1
COC(=O)c1cc([N+](=O)[O-])c(-n2ccnn2)c([N+](=O)[O-])c1 | 10 | 1.2 | 11 | -0.5
CCC(C(=O)NC(C)C)n1c2ccccc2c2nc(=O)cc(C)n21 (stereo not given) | 3 | -0.1 | -6 | -0.3
Cn1c(N)c(C(=O)CSc2nnc(N)s2)c(=O)n(C)c1=O | 13 | 0.2 | 7 | 0.0
CCCCCC(=O)N1CCC2(CC1)C(=O)NC(=O)C2c1ccc(F)cc1 (stereo not given) | 13 | 0.0 | 1 | 0.0
Cc1c(C(=O)C(=O)NCc2cccs2)c2ccccc2n1C | -2 | -0.1 | 2 | 0.6
CCOc1ccc(N/C=C/C(=O)c2ccco2)c([N+](=O)[O-])c1 | -4 | -0.2 | -42 | -1.1
CCOC(=O)c1c(/N=c2\oc3ccc(Br)cc3cc2C(=O)Nc2ccc(C)cc2)sc2c1CCCC2 | 2 | 0.0 | 12 | 1.0
CCOC(=O)c1cccc(COC(=O)c2ccc([N+](=O)[O-])c(C)c2)c1 | 2 | -0.2 | -5 | 1.5
CCCCNC1=C(Cl)C(=O)c2ccccc2C1=O | 43 | -0.5 | -18 | -0.4
COc1ccc(C2=NN(C(C)=O)C(c3ccccc3OC)C2)cc1OC (stereo not given) | 15 | 0.1 | -16 | 0.2
CC(=O)c1ccc(N2CCN(C(=O)Nc3ccc(Cl)cc3)CC2)cc1 | -5 | 0.0 | -22 | 1.1
CCOC(=O)C1=C(C)N=c2s/c(=C\c3ccc(-c4cc([N+](=O)[O-])ccc4Cl)o3)c(=O)n2C1c1ccc(OC)c(OC)c1 (stereo not given) | -11 | -0.1 | -5 | -0.6
Cc1ccc(/C=C2/N=C(c3ccccc3)NC2=O)o1 | 4 | -0.1 | -4 | 2.1
NC(=O)c1ccc(C(=O)Nc2nccc(-c3ccccc3)n2)cc1 | 14 | 0.1 | -7 | 1.3
Cn1c(=O)c2cc(C(=O)N3CCN(C(=O)c4ccco4)CC3)sc2c2ccccc21 | 2 | 0.1 | 4 | -0.4
Nc1ccc2nsnc2c1N | -6 | -0.2 | -14 | -1.2
CCCC(=O)Nc1cc(OC)c(NC(=O)c2ccco2)cc1OC | 3 | 0.0 | 0 | 2.2
Cc1nc(-c2cccc(NC(=O)/C=C/c3ccccc3)c2)cs1 | 17 | -0.1 | -17 | -0.7
COC(=O)c1ccc(Oc2nc3c(c(=O)n(C)c(=O)n3C)n2Cc2ccccc2Cl)cc1 | 17 | 0.7 | -1 | -0.9

7 entries picked at random from the list so far:
SMILES | MITF primary | FBW7 activator | TEAD-YAP inh | GPR151 ag
CCCC(=O)Nc1cc(OC)c(NC(=O)c2ccco2)cc1OC | 3 | 0.0 | 0 | 2.2
Nc1ccc2nsnc2c1N | -6 | -0.2 | -14 | -1.2
Cn1c(=O)c2cc(C(=O)N3CCN(C(=O)c4ccco4)CC3)sc2c2ccccc21 | 2 | 0.1 | 4 | -0.4
COC(=O)c1ccc(Oc2nc3c(c(=O)n(C)c(=O)n3C)n2Cc2ccccc2Cl)cc1 | 17 | 0.7 | -1 | -0.9
CCOC(=O)C1=C(C)N=c2s/c(=C\c3ccc(-c4cc([N+](=O)[O-])ccc4Cl)o3)c(=O)n2C1c1ccc(OC)c(OC)c1 (stereo not given) | -11 | -0.1 | -5 | -0.6
CC(=O)c1ccc(N2CCN(C(=O)Nc3ccc(Cl)cc3)CC2)cc1 | -5 | 0.0 | -22 | 1.1
COc1ccc(C2=NN(C(C)=O)C(c3ccccc3OC)C2)cc1OC (stereo not given) | 15 | 0.1 | -16 | 0.2

The list goes on:
SMILES | MITF primary | FBW7 activator | TEAD-YAP inh | GPR151 ag
CC1CCc2nc(NC(=O)c3ccc(N4C(=O)CCC4=O)cc3)sc2C1 (stereo not given) | -4 | 0.1 | 12 | -0.4
CCOC(=O)c1c(C)n(CC)c2ccc(O)cc12 | 14 | 0.6 | -17 | 0.3
CCOc1ccc(C2C(C(=O)OC3CCCC3)=C(C)NC3=C2C(=O)CC(C)(C)C3)cc1 (stereo not given) | -12 | -0.1 | -3 | 3.8
C=C1c2cc(C)ccc2NC(=O)N1c1ccc(C)cc1 | 3 | -0.2 | -6 | 0.5
O=C(Nc1ccc(NC(=O)c2ccc(Br)o2)cc1Cl)c1ccco1 | -2 | 0.1 | -9 | -1.5
CCCCNc1ncnc2c1c(-c1ccccc1)cn2-c1ccc(F)cc1 | 3 | 0.7 | 0 | -0.9
COc1ccc(CCN(C)C2CCCN(C(=O)c3ccncc3)C2)cc1OC (stereo not given) | -12 | -0.2 | -1 | 0.3
Cc1sc(NC(=O)c2cccc3ccccc23)c(C(N)=O)c1C | 6 | -0.2 | -31 | -1.1
CCOc1ccc(CC(=O)Nc2c(C(=O)c3ccccc3)oc3ccc(OC)cc23)cc1OCC | -2 | -0.1 | -9 | 2.6
